Compound activity as filed in PubChem.
TIM10 inh: growth inhibitors of TIM10 yeast strain. S. cerevisiae TIM10 strain growth, BacTiter-Glo luminescence, 24 h. inhibition, % at 10 µM. hit rate 1.4% among 330,000. AID 463195;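 active = inhibition of 40% or more at the single tested concentration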;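 also: wild-type TIM10 isogenic control strain grown at permissive 25 °C; 0% = DMSO yeast wells and 100% = minimal medium wells without yeast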
tim10-1 inh: inhibits growth of tim10-1 mutant yeast. S. cerevisiae tim10-1 ts strain growth, BacTiter-Glo, 24 h. inhibition, % at 20 µM. hit rate 2.2% among 330,000;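 active = inhibition of at least 40%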;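 also: mutant grown at 25 °C; 0% = DMSO wells with yeast and 100% = wells holding no yeast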
APJ antag: blocks the human apelin receptor APJ; P35414; CHO-K1 APJ beta-arrestin complementation, luminescence; inhibition, % at 20 µM; hit rate 0.32% among 330,000;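 active = inhibition above about 40% at 20 µM, limit read from the data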;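 also: cells challenged with 10 nM apelin-13 agonist together with compound; plate controls were apelin-13 plus DMSO wells for no effect and DMSO wells lacking apelin-13 for full effect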
Target sequence (P35414 whole entry, looked up): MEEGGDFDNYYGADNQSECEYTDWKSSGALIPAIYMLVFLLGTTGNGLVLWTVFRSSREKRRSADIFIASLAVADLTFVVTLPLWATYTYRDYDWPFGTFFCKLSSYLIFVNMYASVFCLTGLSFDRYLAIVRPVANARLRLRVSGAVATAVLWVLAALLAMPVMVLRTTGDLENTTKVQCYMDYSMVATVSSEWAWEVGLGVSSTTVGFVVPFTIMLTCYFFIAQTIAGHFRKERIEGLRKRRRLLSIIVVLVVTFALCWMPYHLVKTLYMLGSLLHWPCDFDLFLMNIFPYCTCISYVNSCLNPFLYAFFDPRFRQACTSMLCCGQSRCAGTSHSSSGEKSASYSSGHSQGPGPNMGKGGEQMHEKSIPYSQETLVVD
APJ agonist: agonists of human APJ apelin receptor; P35414; CHO-K1 APJ PathHunter beta-arrestin, luminescence; 0% DMSO wells, 100% apelin; activation, % at 20 µM; hit rate 0.11% among 330,000;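 active = activation more than six SD over the plate average, tested at 20 µM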;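 also: 0% = DMSO alone and 100% = apelin-13 at 10 nM; some results filed as inactive read as strong as hits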
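Test system – PathHunter CHO-K1 APJ (AGTRL-1) beta-arrestin reporter cells · Input – 1000 cells/well · Compound – single test compound dose, 20 µM final, 1% DMSO · Times – compound stimulation 90 min at 25 °C, detection 60 min · Technique – beta-gal luminescence · Read-out basis – APJ–arrestin association signal · Control set – negative DMSO alone, positive Apelin-13 at 10 nM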
NLRP3 yeast inh: NALP3 inhibition in yeast | hit rate 0.39% among 330,000 | Yeast reconstituted NLRP3/ASC/caspase-1, beta-gal luminescence, 24 h | inhibition, % at 10 µM | AID 2825;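 active = inhibition of 50% or more; inactive = inhibition below 50%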;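 also: plate controls were induced DMSO wells for no effect and uninduced yeast grown without galactose for full effect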
tim23-1 inh: tim23-1 yeast growth inhibition; S. cerevisiae tim23-1 growth, BacTiter-Glo luminescence, 24 h; hit rate 1.3% among 330,000; inhibition, % at 20 µM;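 active = growth inhibition of the mutant yeast at or above 50%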;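 also: temperature-sensitive mutant grown at 25 °C; plate controls were DMSO-treated mutant yeast for no effect and medium wells lacking yeast for full effect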
GRIN3A LBD mod: modulates the human NR3A ligand-binding domain. NR3A LBD differential scanning fluorimetry, Tm shift; 0% = protein alone, 100% = glycine-bound protein. Tm shift relative to glycine control, % at 25 µM. hit rate 2.5% among 340,000. AID 1259313;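 active = melting temperature shift of at least 10% of the positive control shift, at one fixed dose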
beta cell repl: inducers of beta-cell replication in MIN6 cells; MIN6 cells proliferation, ATPlite luminescence, 48 h; cells starved in 0.2% serum; 100% = growth in 10% serum; proliferation, % at 10 µM; hit rate 0.29% among 330,000;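 active = compounds whose signal lies at least 3.5 SD above the mean of all wells on their plate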;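 also: 0% = DMSO-treated cells in low-serum medium and 100% = 10% serum control; some compounds called inactive have numbers as strong as hits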
MPTP block: inhibitors of mitochondrial permeability transition pore; isolated mouse mitochondria, Ca2+ swelling absorbance, 30 min; inhibition, % at 10 µM; hit rate 1.4% among 360,000;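 active = inhibition of 50% or more, scaled per plate between neutral and stimulator controls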;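 also: 0% = DMSO wells given calcium and 100% = 1 mM EGTA wells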
The depositor's hits bear a star.

SMILES | TIM10 inh | tim10-1 inh | APJ antag | APJ agonist | NLRP3 yeast inh | tim23-1 inh | GRIN3A LBD mod | beta cell repl | MPTP block
CCCCc1c(O)nc(SCC(=O)NC(C)(C)C)n(-c2ccccc2C)c1=O | -8 | 16 | 4 | 5 | 9 | 13 | 3 | 0 | -0.9
CC(C)c1nnc(NC(=O)CN(C)S(=O)(=O)c2ccc3c(c2)OCCO3)s1 | -18 | 4 | -6 | -1 | -7 | -1 | -1 | 0 | 6.0
O=C(O)c1cccnc1SC1CC(=O)N(c2ccc(OC(F)F)cc2)C1=O (centres undefined) | -8 | 12 | 12 | -3 | -1 | -2 | 0 | 0 | 0.5
Cc1ccsc1C(=O)N1CCC(N2CCC(C(=O)NCC3CCCO3)CC2)CC1 (centres undefined) | -4 | 3 | -1 | -1 | 3 | 5 | -2 | -5 | -5.1
Cc1noc(C)c1C(=O)N1CCCc2ccccc21 | 0 | 9 | -1 | -1 | -10 | 11 | 0 | 2 | 1.8
CN(C)C(CNC(=O)/C=C/c1cccc(Cl)c1)c1ccccc1 (centres undefined) | 0 | 21 | 11 | -1 | 0 | 6 | -1 | -3 | -0.4
O=C(O)c1ccc(NS(=O)(=O)c2cccc(C(=O)Nc3ccc(Br)cc3)c2)cc1 | -6 | 4 | 19 | -2 | 2 | 13 | -3 | -2 | 0.0
COc1ccc(NC(=O)c2nc(SC)ncc2Cl)cc1 | -7 | -20 | 0 | -3 | 13 | 1 | 0 | 0 | 0.6
C#CCOCCOCCOCCNc1nc(N2CCN(C(=O)[C@H](CCC(=O)O)n3cc(C(N)CC(C)C)nn3)CC2)nc(N2CCN(C(=O)[C@H](Cc3ccc(O)cc3)n3cc(C(N)CC(C)C)nn3)CC2)n1 (some centres undefined) | -1 | -12 | -2 | 5 | 21 | 5 | -1 | -6 | -0.6
Cc1cc(SCC(=O)OCC(=O)N2CCN(C(=O)c3ccco3)CC2)c(C)cc1Br | -7 | 3 | -12 | -2 | -23 | 10 | 4 | -2 | -1.2
Cc1c(NC(=O)C(C)Sc2nnc(-c3ccccc3)o2)c(=O)n(-c2ccccc2)n1C (centres undefined) | 12 | 4 | 4 | -2 | -2 | 5 | 2 | 0 | -2.2
Cc1ccc2c(c1)c1c3n2CCCN(Cc2ccccc2)C3CCC1 (centres undefined) | -5 | 5 | 3 | -3 | 10 | 25 | 0 | -7 | 11
COc1ccc(NC(=O)CSc2nc(C)cc(C(F)(F)F)n2)cc1 | -4 | 16 | 7 | -6 | 23 | 12 | 4 | -1 | -1.9
O=C(O)COc1ccc(NC(=O)C(c2ccccc2)c2ccccc2)cc1 | 6 | 9 | 17 | -3 | 15 | 11 | -2 | -2 | -0.1
CCOc1cccc(-c2nc3cc(C)ccc3o2)c1 | 11 | 14 | -5 | -4 | 15 | 14 | -1 | 4 | -0.1
COc1ccc(-c2nc(C#N)c(NCc3cccnc3)o2)cc1OC | 11 | 6 | -2 | 1 | 3 | 12 | -2 | 1 | 1.2
COc1ccc(C2CC(c3cccs3)=NN2C(=O)CSc2nnc(N)s2)cc1OC (centres undefined) | 10 | 7 | 3 | -1 | 23 | 17 | -1 | 2 | 0.3
C=CCn1c(SCC(C)=O)nc2scc(-c3ccco3)c2c1=O | 2 | 21 | 14 | -3 | -2 | 7 | -2 | 0 | 0.8
Cc1ccnc(NC(=O)C2CCN(S(=O)(=O)c3ccc4ccccc4c3)CC2)c1 | 20 | 15 | -47 | 5 | 12 | 32 | -1 | 1 | 0.3
CCc1cc(=O)oc2c(C)c(OCC(=O)NCCCN3CCOCC3)ccc12 | 5 | -8 | 12 | -3 | 0 | 4 | 1 | -1 | -2.3
CC1CCCC(C)N1C(=O)COC(=O)c1ccc(O)cc1 (centres undefined) | 4 | 23 | 2 | -1 | 12 | 12 | -1 | 0 | 5.1
CCCc1nn2c(=O)cc(CSCC(=O)Nc3ccccc3OC)nc2s1 | 1 | -1 | -1 | -4 | -3 | 14 | -2 | -2 | -1.5
O=C(O)COc1ccccc1/C=N/NC(=O)CSc1nnc(-c2ccc(Cl)cc2)n1C1CCCCC1 | 7 | 2 | 7 | -2 | 5 | 18 | 2 | -2 | 1.5
N=C1/C(=C\c2coc3ccccc3c2=O)C(=O)N=C2SC(c3ccncc3)=NN12 | 35 | 22 | -24 | 3 | 13 | 54* | -1 | -4 | 94*
CC(=O)c1cccc(NC(=O)N2CCCC2C(=O)Nc2cccc(C)c2)c1 (centres undefined) | -19 | 6 | 5 | -3 | 13 | 3 | -3 | -1 | 2.3

Reprinted at random: 3 entries already listed, in no set order.
SMILES | TIM10 inh | tim10-1 inh | APJ antag | APJ agonist | NLRP3 yeast inh | tim23-1 inh | GRIN3A LBD mod | beta cell repl | MPTP block
COc1ccc(C2CC(c3cccs3)=NN2C(=O)CSc2nnc(N)s2)cc1OC (centres undefined) | 10 | 7 | 3 | -1 | 23 | 17 | -1 | 2 | 0.3
O=C(O)COc1ccc(NC(=O)C(c2ccccc2)c2ccccc2)cc1 | 6 | 9 | 17 | -3 | 15 | 11 | -2 | -2 | -0.1
CCOc1cccc(-c2nc3cc(C)ccc3o2)c1 | 11 | 14 | -5 | -4 | 15 | 14 | -1 | 4 | -0.1

4 compounds from above, ordered by the number in GRIN3A LBD mod, descending:
| canonical_smiles | GRIN3A LBD mod |
| --- | --- |
| COc1ccc(NC(=O)CSc2nc(C)cc(C(F)(F)F)n2)cc1 | 4 |
| Cc1ccc2c(c1)c1c3n2CCCN(Cc2ccccc2)C3CCC1 (centres undefined) | 0 |
| N=C1/C(=C\c2coc3ccccc3c2=O)C(=O)N=C2SC(c3ccncc3)=NN12 | -1 |
| O=C(O)COc1ccc(NC(=O)C(c2ccccc2)c2ccccc2)cc1 | -2 |

(further entries)
SMILES | TIM10 inh | tim10-1 inh | APJ antag | APJ agonist | NLRP3 yeast inh | tim23-1 inh | GRIN3A LBD mod | beta cell repl | MPTP block
Cc1nc2ccc(S(=O)(=O)NCC(=O)NC(C)c3ccccc3)cc2s1 (centres undefined) | 7 | 0 | 7 | -3 | 18 | -2 | -2 | 4 | 1.3
O=C(NN1C(=O)C2CCCCC2C1=O)c1ccco1 (centres undefined) | -26 | 4 | -25 | 5 | 26 | 18 | 1 | 1 | 1.3
O=S(=O)(Nc1nc2ccccc2nc1N1CCN(c2ccccc2F)CC1)c1ccc(Cl)cc1 | 17 | 25 | -7 | -3 | -8 | 19 | 21* | -6 | 79*
O=C(OCc1cc2ccccc2[nH]c1=O)c1cccs1 | 3 | -1 | -8 | 0 | 14 | -3 | -1 | -1 | -1.4
O=C(COc1coc(CN2CCN(c3ccccc3F)CC2)cc1=O)N1CCc2ccccc21 | -14 | -33 | -40 | -5 | 14 | -15 | 1 | -2 | -1.7
CC(Sc1ncccn1)C(=O)NC1CCCC1 (centres undefined) | -6 | 2 | -5 | -5 | 7 | 9 | 0 | 7 | -0.7
Cc1ccccc1NC(=O)Cc1nc(COC(=O)c2cc(Cl)ccc2O)cs1 | -1 | 12 | 3 | -8 | 8 | 4 | -5 | -5 | 0.5
NNC(=O)COc1ccccc1F | -3 | 5 | 19 | 2 | 16 | 8 | -1 | 0 | 0.7
O=C(Nc1cccnc1)C12CC3CC(CC(C3)C1)C2 | 22 | 22 | 23 | -1 | 1 | 11 | 0 | -1 | 0.4
O=C(CN1C(=O)c2ccccc2C1=O)OCC(=O)c1ccc(F)cc1 | 13 | -3 | 13 | 8 | 5 | 12 | 1 | 3 | 0.2
S=C(NCc1ccco1)N1CCN(c2ccc(Cl)cc2)CC1 | 32 | 49* | -7 | -4 | 22 | 31 | -33 | -2 | 7.7
COc1cc2c(ccc3cc(OC)c(OC)c(O)c32)cc1O | 9 | 20 | -74 | -1 | 3 | 12 | -2 | -6 | 6.6
Cc1c(C(=O)N2CCCCC2)nnn1-c1nonc1N | 0 | 3 | 14 | -3 | 3 | 5 | -1 | -2 | 0.6
CC(=O)Nc1nc2ccccc2n1Cc1ccccc1C | 13 | 46* | 3 | -5 | -8 | 18 | 0 | 0 | -2.3
CC(=O)O[C@H]1CSC[C@H]1NC(=O)c1ccccc1 | 6 | 1 | 5 | -1 | 0 | 8 | -1 | 2 | -5.8
CCC12CN3CCN(CC(C3)/C1=N\NC(=O)c1ccc(F)cc1)C2 | -2 | 8 | 10 | -2 | 10 | 1 | 0 | -1 | -0.9
O=c1c2cc(N3CCOCC3)ccc2[nH]c(=S)n1CC1CCCO1 (centres undefined) | -4 | 13 | -10 | 1 | 8 | 0 | 1 | -3 | 0.5
S=C(Nc1ccc(Cl)cc1Cl)Nc1ccccc1Oc1ccccc1 | 27 | 20 | 9 | -6 | 11 | 10 | 2 | -7 | 34
Cn1cc(CN2CCC(n3nccc3NC(=O)CCOc3ccccc3)CC2)cn1 | 6 | -8 | 5 | -4 | 8 | -1 | -1 | -2 | -0.6
CC(C)(C)NC(=O)c1ccc2c(c1)N(CC(=O)N1CCN(c3ccc(F)cc3)CC1)C(=O)C(C)(C)O2 | 11 | 24 | -9 | -1 | 6 | 18 | 0 | -1 | 1.2
CCCCc1nc2ccccc2c(C(=O)O)c1C | 4 | 14 | -2 | -5 | 16 | -10 | 3 | -2 | -0.5
c1ccc(-c2nnc(-c3ccncc3)o2)cc1 | 4 | -2 | 13 | 2 | 0 | -3 | -1 | 0 | -0.9
CNC(=O)c1c(NC(=O)c2ccco2)sc2c1CCCC2 | 26 | 58* | 9 | 0 | 21 | 58* | -1 | 1 | 0.2
CC1CN(C(=S)NC(=O)c2cccc([N+](=O)[O-])c2)CC(C)O1 (centres undefined) | 11 | 22 | 8 | 2 | 29 | 4 | 0 | 0 | -1.5
CCc1ccc(OCC(=O)Nc2ccc(S(=O)(=O)Nc3cc(C)on3)cc2)c(Br)c1 | 0 | 13 | -4 | -3 | 9 | 18 | -7 | 3 | 0.7
SMILES | TIM10 inh | tim10-1 inh | APJ antag | APJ agonist | NLRP3 yeast inh | tim23-1 inh | GRIN3A LBD mod | beta cell repl | MPTP block
Cc1ccc(S(=O)(=O)NCC(=O)OCC(=O)NCCc2ccccc2)cc1 | -3 | -8 | 9 | 6 | 8 | -5 | 3 | -4 | -0.6
COCCCNC(=S)N1CCC(NC(=O)c2ccco2)CC1 | -11 | 8 | 2 | 0 | -4 | 6 | 0 | -2 | -1.1
Cc1cccc(CN2CCC(n3nccc3NC(=O)CCCc3ccccc3)CC2)n1 | 6 | 1 | 22 | -5 | 12 | -9 | -1 | -1 | -1.3
CCN(c1ccccc1)S(=O)(=O)c1ccc(C(=O)N2CC(C)CC(C)C2)cc1 (centres undefined) | 0 | 11 | 16 | 3 | 4 | 28 | 1 | -1 | -1.3
CCCc1cc(C(=O)NCc2cccnc2)no1 | 11 | 11 | 11 | 0 | -1 | -14 | 0 | 0 | -1.6
CCCCNC(=O)c1onc(CSc2ccc(F)c(F)c2)c1C(=O)O | -2 | -21 | 6 | 5 | 11 | -3 | 0 | -7 | 1.4
N#C/C(=C/c1ccc(N2CCOCC2)o1)c1nc2ccccc2[nH]1 | 34 | 18 | 0 | 4 | 10 | 57* | -1 | -4 | -0.7
O=C(/C=C/c1ccccc1)NCc1cccnc1 | -12 | 5 | 1 | -3 | -10 | 8 | 0 | 0 | -0.7
CC1(c2ccccc2)NC(=O)N(CC(=O)Nc2nnc(C3CC3)s2)C1=O (centres undefined) | 5 | -7 | -8 | -3 | 5 | -4 | 2 | 2 | 1.2
CCOC(=O)c1cc(-c2cc3ccccc3o2)n[nH]1 | 17 | 24 | -3 | 1 | -9 | 16 | -1 | -2 | 0.3
Cc1ccc2nc(NC(=O)c3cccs3)sc2c1 | 22 | 26 | 13 | 5 | 21 | 27 | 6 | -4 | -1.5
